Bioassay records: PubChem, NCI
NCI-60 one-dose screen, 48 h, at 10 µM unless noted. Numbers give growth in % (100 = growth as untreated, 0 = no growth, -100 = all killed).
HCC-2998: HCC-2998 colon cancer. actives 4.7% (n = 79,000)
U251: U251 CNS tumor cells; actives 5.4% (n = 80,000); AID 1794753
SF-539: SF-539 CNS cancer; actives 6.8% (n = 81,000); AID 1794752
SF-295: SF-295 CNS cancer cells | actives 5.6% (n = 79,000)
PC-3: PC-3 prostate cancer cells | actives 3.9% (n = 80,000)
SF-268: SF-268 CNS cancer cells; actives 3.1% (n = 82,000)
SNB-75: SNB-75 CNS cancer; AID 1794750; actives 5% (n = 79,000)
SNB-19: SNB-19 CNS cancer cells. actives 2.5% (n = 81,000). AID 1794751
* marks the source's active call; other numbers are inactive results; & = joins results of further samples. The calls were made as follows: active = growth percent below 10; inactive = the rest.

Sample of the layout, five compounds:
Screening CC(=O)Nc1c(Cl)cc2c(c1Cl)Cc1cc(C#N)ccc1-2 returned HCC-2998 87, U251 72, SF-539 91, SF-295 86, PC-3 83, SF-268 76, SNB-75 62 and SNB-19 85.
COc1cc(CNC(=O)/C=C/c2ccccc2)ccc1OCc1cn(-c2ccccc2F)nn1 was read as HCC-2998 104, U251 104, SF-539 103, SF-295 100, PC-3 97, SF-268 94, SNB-75 100 and SNB-19 99.
For CC(CC(=S)N1CCOCC1)CC(C)(C)C (stereo not drawn) the results were HCC-2998 105, U251 98, SF-539 107, SF-295 102, PC-3 84, SF-268 103, SNB-75 97 and SNB-19 107.
`COc1ccc(/C=C2\CN(C)CC3C2=NN(c2ccc(F)cc2)C3c2ccc(OC)cc2)cc1` (stereo not drawn) gave HCC-2998 77, U251 80, SF-539 104, SF-295 83, PC-3 75, SF-268 75, SNB-75 136 and SNB-19 86.
CC(C)[C@H]1CC[C@@](C)(C(=O)O)C1 was read as HCC-2998 115, U251 116, SF-539 111, SF-295 106, PC-3 86, SF-268 107 and SNB-19 100.

Results, repeating the preview:
Screening CC(=O)Nc1c(Cl)cc2c(c1Cl)Cc1cc(C#N)ccc1-2 returned HCC-2998 87, U251 72, SF-539 91, SF-295 86, PC-3 83, SF-268 76, SNB-75 62 and SNB-19 85.
COc1cc(CNC(=O)/C=C/c2ccccc2)ccc1OCc1cn(-c2ccccc2F)nn1 was read as HCC-2998 104, U251 104, SF-539 103, SF-295 100, PC-3 97, SF-268 94, SNB-75 100 and SNB-19 99.
For CC(CC(=S)N1CCOCC1)CC(C)(C)C (stereo not drawn) the results were HCC-2998 105, U251 98, SF-539 107, SF-295 102, PC-3 84, SF-268 103, SNB-75 97 and SNB-19 107.
`COc1ccc(/C=C2\CN(C)CC3C2=NN(c2ccc(F)cc2)C3c2ccc(OC)cc2)cc1` (stereo not drawn) gave HCC-2998 77, U251 80, SF-539 104, SF-295 83, PC-3 75, SF-268 75, SNB-75 136 and SNB-19 86.
CC(C)[C@H]1CC[C@@](C)(C(=O)O)C1 was read as HCC-2998 115, U251 116, SF-539 111, SF-295 106, PC-3 86, SF-268 107 and SNB-19 100.
CC1(O)OC(COc2ccc(Cl)cc2)COC1O (stereo not drawn) was read as HCC-2998 109, U251 100, SF-539 97, SF-295 103, PC-3 107, SF-268 104 and SNB-75 112.
`CCOC(=O)C#Cc1c(C(=O)OCC)nnn1Cc1ccc([N+](=O)[O-])cc1` gave HCC-2998 81, U251 96, SF-539 47, SF-295 100, PC-3 73, SF-268 87, SNB-75 65 and SNB-19 88.
`CC(=O)OCCCC(COC(C)=O)OC(C)=O` (stereo not drawn) gave U251 97, SF-539 94, SF-295 107, PC-3 105, SF-268 115, SNB-75 103 and SNB-19 102.
`CN(C)c1nc(NNC(=O)c2ccccc2)nc(N(C)C)n1` gave HCC-2998 112, U251 106, SF-539 114, SF-295 124, PC-3 100, SF-268 100, SNB-75 95 and SNB-19 98.
Screening O=C(O)/C=C/c1ccc([N+](=O)[O-])o1 returned HCC-2998 92, U251 94, SF-539 111, SF-295 116, PC-3 95, SF-268 105 and SNB-19 115.
Screening Cc1ccccc1SCCC(=O)O returned HCC-2998 113, SF-539 96, SF-295 88, PC-3 92, SF-268 109, SNB-75 93 and SNB-19 106.
`BrC1=C(Br)CCCC1` gave HCC-2998 94, U251 97, SF-539 98, PC-3 82, SF-268 101, SNB-75 95 and SNB-19 100.
For Nc1ccc(C(F)(F)F)cc1[N+](=O)[O-] the results were HCC-2998 95&96, U251 104&97, SF-539 105&105, SF-295 95, PC-3 87&92, SF-268 97&103, SNB-75 101&103 and SNB-19 99&99.
For Cc1ccc(C(=O)/C(=C\c2ccc([N+](=O)[O-])cc2)S(=O)Cc2ccc(F)cc2)cc1 (stereo not drawn) the results were HCC-2998 23, U251 -7.8*, SF-539 15, SF-295 62, PC-3 -0.9*, SF-268 20, SNB-75 57 and SNB-19 41.
`CC1=C(Nc2ccc(N3CCN(C)CC3)cc2)C(=O)c2cncnc2C1=O` gave HCC-2998 126, U251 84, SF-539 95, SF-295 103, PC-3 22, SF-268 102, SNB-75 131 and SNB-19 97.
For CNC(=O)c1n[nH]c(=S)[nH]c1=O the results were HCC-2998 113, U251 110, SF-539 107, PC-3 110, SF-268 110, SNB-75 108 and SNB-19 102.
For CN(C)c1ccc(/C=N/NC(=O)c2ccc(OCc3nc4ccc(Cl)cc4[nH]3)cc2)cc1 the results were HCC-2998 107, U251 63, SF-539 63, SF-295 94, PC-3 72, SF-268 91, SNB-75 96 and SNB-19 92.
`COc1ccc(C2CC(c3cccc(Nc4nc(Cl)nc5cc(OC)c(OC)cc45)c3)=NN2C=O)cc1` (stereo not drawn) gave HCC-2998 106, U251 95, SF-539 89, SF-295 101, PC-3 88, SF-268 91, SNB-75 82 and SNB-19 97.
Screening Cc1cccc(C)c1NN returned HCC-2998 110, U251 97, SF-539 102, SF-295 106, PC-3 85, SF-268 101 and SNB-75 73.
`NC(=O)c1c(N)n[nH]c1CC(=O)O` gave HCC-2998 90, U251 105, SF-539 100, SF-295 100, PC-3 92, SF-268 97, SNB-75 90 and SNB-19 128.
`C#C[C@]1(O)CC[C@H]2[C@@H]3CC=C4c5nc(Nc6ncccn6)sc5CC[C@]4(C)[C@H]3CC[C@@]21C` gave HCC-2998 88, U251 22, SF-539 -50*, SF-295 -66*, PC-3 32, SF-268 30, SNB-75 -7.1* and SNB-19 65.
CCCCCCCCCCCCCCCC/C=C\C(CC(=O)O)C(=O)O (stereo not drawn) was read as HCC-2998 108, U251 103, SF-539 101, SF-295 121, PC-3 95, SF-268 106, SNB-75 102 and SNB-19 103.
For CC(=O)Nc1ccc(/C=C2\SC(=S)N(/C=C(/C#N)S(=O)(=O)c3ccc(C)cc3)C2=O)cc1 the results were HCC-2998 96, U251 88, SF-539 112, SF-295 103, PC-3 91, SF-268 95, SNB-75 94 and SNB-19 98.
For O=C1/C(=C/c2ccc(Cl)c(Cl)c2)CN(C(=O)CCN2CCC(=NO)CC2)C/C1=C\c1ccc(Cl)c(Cl)c1 the results were HCC-2998 -77*, U251 -93*, SF-539 -94*, SF-295 -88*, PC-3 -71*, SF-268 -83* and SNB-19 -96*.
c1ccc(-c2ccccc2Nc2nc3ccccc3s2)cc1 was read as HCC-2998 105, U251 95, SF-539 130, SF-295 114, PC-3 79, SF-268 110, SNB-75 99 and SNB-19 102.
CCCN(CCC)C(=O)c1ccc(C(C)C)cc1 was read as HCC-2998 102, U251 101, SF-539 99, SF-295 106, PC-3 85, SF-268 102, SNB-75 91 and SNB-19 104.
CCc1cccc(NC(=O)CNc2cc(S(=O)(=O)N(C)C)cc(C)c2C)c1 was read as HCC-2998 123, U251 104, SF-539 91, SF-295 92, PC-3 82, SF-268 75, SNB-75 47 and SNB-19 97.
For O=C(c1ccc(CSc2ccc(Cl)cc2)o1)N1CCOCC1 the results were HCC-2998 98, U251 87, SF-539 105, SF-295 92, PC-3 100, SF-268 104, SNB-75 94 and SNB-19 89.
C=CCNc1nc(-c2ccccc2)c(C2(O)C(=O)Nc3ccc([N+](=O)[O-])cc32)s1 (stereo not drawn) was read as HCC-2998 80, U251 106, SF-539 99, SF-295 92, PC-3 91, SF-268 100, SNB-75 66 and SNB-19 98.
CCCCCCn1c(=N)n(CC(O)COc2cccc(C)c2)c2ccccc21 (stereo not drawn) was read as HCC-2998 -87*, U251 -76*, SF-539 -86*, SF-295 -86*, PC-3 -11*, SF-268 -14*, SNB-75 -92* and SNB-19 13.
Screening CCOc1ccc(CC(O)CNCC(C)C)cc1 (stereo not drawn) returned HCC-2998 107, U251 89, SF-539 109, SF-295 103, PC-3 73, SF-268 110, SNB-75 101 and SNB-19 102.
Screening O=C1C=CC(=O)c2c(O)c(CO)c(CO)c(O)c21 returned HCC-2998 108, U251 105, SF-539 104, SF-295 95, PC-3 26, SF-268 111, SNB-75 56 and SNB-19 103.
Nc1nc2[nH]cc(CCc3ccc(C(=O)N[C@@H](CCC(=O)O)c4nn[nH]n4)cc3)c2c(=O)[nH]1 was read as HCC-2998 121, U251 92, SF-539 105, SF-295 102, PC-3 98, SF-268 95, SNB-75 92 and SNB-19 108.
For C[N+]1(CC2CO2)CCCCCC1 (stereo not drawn) the results were HCC-2998 112, U251 107, SF-539 96, SF-295 103, PC-3 102, SF-268 104, SNB-75 93 and SNB-19 104.
Cc1ccc(C)c2c1sc1nc3nc4sc5cc(Cl)ccc5n4c(=N)c3c(=O)n12 was read as HCC-2998 98, U251 95, SF-539 94, SF-295 110, PC-3 75, SF-268 100, SNB-75 64 and SNB-19 96.
`COc1ccccc1NC(=O)/C(C=NC(=S)C(N)=S)=C(\C)O` gave HCC-2998 97, U251 97, SF-539 100, SF-295 98, PC-3 80, SF-268 99, SNB-75 95 and SNB-19 103.
`Cc1cc(=O)[nH]n1-c1cc(Cl)ccc1N` gave U251 108, SF-539 102, PC-3 106, SF-268 116, SNB-75 88 and SNB-19 112.
COc1ccc(/C=C2\C(=O)NC(=Nc3ccccc3)N2/N=C/c2ccccc2Cl)cc1 was read as HCC-2998 96, U251 99, SF-539 96, SF-295 106, PC-3 100, SF-268 97, SNB-75 93 and SNB-19 99.
For COc1cccc(-c2nc3sccn3c2-c2ccnc(NCCNS(=O)(=O)c3c(Cl)cccc3Cl)c2)c1 the results were HCC-2998 99, U251 70, SF-539 86, SF-295 61, PC-3 41, SF-268 26, SNB-75 43 and SNB-19 77.
Screening COc1ccc(Cn2nc3c(c2-c2ccc(OC)cc2)-c2oncc2CC3)cc1 returned HCC-2998 87, U251 80, SF-539 96, SF-295 78, PC-3 76, SF-268 102, SNB-75 78 and SNB-19 86.
For COc1ccc(-c2ccn(CC(O)CN3CCOCC3)n2)cc1OC1CCCC1 (stereo not drawn) the results were HCC-2998 116, U251 91, SF-539 94, SF-295 93, PC-3 93, SF-268 95, SNB-75 96 and SNB-19 100.
Screening Cc1ccc(OC(=O)c2ccc(Cl)cc2)cc1 returned HCC-2998 95, U251 102, SF-539 95, SF-295 93, SF-268 45, SNB-75 77 and SNB-19 103.
For N#CC1C2C=CC(CC2)C1C#N (stereo not drawn) the results were HCC-2998 105, U251 93, SF-539 97, SF-295 97, PC-3 91, SF-268 91, SNB-75 95 and SNB-19 97.
CCN(CC)CCCC(C)Nc1nc(-c2ccc(OC)cc2)nc2cc(Cl)ccc12 (stereo not drawn) was read as HCC-2998 54, U251 57, SF-539 62, SF-295 90, PC-3 48, SF-268 60, SNB-75 60 and SNB-19 75.
Screening C=C1C(=O)O[C@H]2[C@H]1CC/C(Cn1cc(CNC(=O)c3cc4ccccc4[nH]3)nn1)=C\CC[C@@]1(C)O[C@@H]21 returned HCC-2998 96, U251 68, SF-539 6.9*, SF-295 110, PC-3 70, SF-268 68 and SNB-19 81.
CN1CCN(c2nc(SCc3ccc([N+](=O)[O-])cc3)nc(-c3ccc(F)cc3)c2C#N)CC1 was read as HCC-2998 106, U251 93, SF-539 59, SF-295 71, PC-3 74, SF-268 94, SNB-75 74 and SNB-19 70.
`CCOC(=O)Nc1nc2ccc(SCC(C)C)cc2s1` gave HCC-2998 75, U251 34, SF-539 12, SF-295 26, PC-3 37, SF-268 45, SNB-75 74 and SNB-19 50.
Screening O=C(Nc1ccc(N2CCNCC2)cn1)c1[nH]ncc1Nc1ncnc2sc3c(c12)CCC3 returned HCC-2998 34, U251 -72*, SF-539 -51*, SF-295 104, PC-3 -31*, SF-268 38, SNB-75 86 and SNB-19 11.
Screening CCOC(=O)c1c(N)sc2cc(OC)ccc12 returned HCC-2998 105, U251 99, SF-539 110, SF-295 109, PC-3 100, SF-268 95, SNB-75 93 and SNB-19 105.
`C=C1CCC2C3(C)COC(c4ccccc4)OC3CCC2(C)C1C/C=C1/C(=O)OCC1O` (stereo not drawn) gave HCC-2998 94, U251 65, SF-295 88 and SNB-75 36.
Screening CN(C)Cc1ccc(O)c(CN(C)C)c1 returned HCC-2998 114, U251 102, SF-539 102, SF-295 108, PC-3 75, SF-268 128, SNB-75 88 and SNB-19 111.
Screening O=C(NCCCNc1nccc(-n2ccc3cccnc32)n1)c1ccc(C(F)(F)F)cc1 returned HCC-2998 99, U251 99, SF-539 100, SF-295 93, PC-3 95, SF-268 98 and SNB-19 95.
Screening COc1cc(C2C=C(C)N=C3SC(C)=NN32)cc(OC)c1OC (stereo not drawn) returned HCC-2998 107, U251 100, SF-539 114, SF-295 111, PC-3 95, SF-268 105, SNB-75 83 and SNB-19 100.
For COc1nc2c(c(=O)n1C)C1(C(=O)N(Cc3ccccc3)c3ccccc31)c1c(nc(OC)n(C)c1=O)N2 the results were HCC-2998 108, U251 95, SF-539 110, SF-295 99, PC-3 90, SF-268 99, SNB-75 90 and SNB-19 103.
`Cc1ccc(-c2cc(C=C3C(=O)NC(=S)NC3=O)nn2-c2ccccc2)cc1` gave HCC-2998 103, U251 97, SF-539 94, SF-295 92, PC-3 99, SF-268 95, SNB-75 86 and SNB-19 90.
For Cc1cc(C)cc([N+](=O)[O-])c1 the results were HCC-2998 104, U251 116, SF-539 93, SF-295 107, PC-3 112, SF-268 110, SNB-75 86 and SNB-19 104.
Screening C=CCC(=O)N[C@H](CO)Cc1ccc(-c2cc(Cl)cc(Cl)c2)cc1 returned HCC-2998 86, U251 82, SF-539 100, SF-295 92, PC-3 65, SF-268 86, SNB-75 91 and SNB-19 102.
